BAP1 block – human BAP1 deubiquitinase inhibition; Q92560; recombinant BAP1, Ub-AMC hydrolysis fluorescence kinetic; stronger effect = lower value; activity remaining (% of control), % at 20 µM; hit rate 0.48% among 72,000; AID 436;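 active = activity remaining at or below 50% of control, provided the compound also passes the data quality filters; inactive = the rest, including low values that fail the filters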;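 also: 100% = DMSO wells rate and 0% = substrate alone blank rate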
Target sequence (Q92560 whole entry, looked up): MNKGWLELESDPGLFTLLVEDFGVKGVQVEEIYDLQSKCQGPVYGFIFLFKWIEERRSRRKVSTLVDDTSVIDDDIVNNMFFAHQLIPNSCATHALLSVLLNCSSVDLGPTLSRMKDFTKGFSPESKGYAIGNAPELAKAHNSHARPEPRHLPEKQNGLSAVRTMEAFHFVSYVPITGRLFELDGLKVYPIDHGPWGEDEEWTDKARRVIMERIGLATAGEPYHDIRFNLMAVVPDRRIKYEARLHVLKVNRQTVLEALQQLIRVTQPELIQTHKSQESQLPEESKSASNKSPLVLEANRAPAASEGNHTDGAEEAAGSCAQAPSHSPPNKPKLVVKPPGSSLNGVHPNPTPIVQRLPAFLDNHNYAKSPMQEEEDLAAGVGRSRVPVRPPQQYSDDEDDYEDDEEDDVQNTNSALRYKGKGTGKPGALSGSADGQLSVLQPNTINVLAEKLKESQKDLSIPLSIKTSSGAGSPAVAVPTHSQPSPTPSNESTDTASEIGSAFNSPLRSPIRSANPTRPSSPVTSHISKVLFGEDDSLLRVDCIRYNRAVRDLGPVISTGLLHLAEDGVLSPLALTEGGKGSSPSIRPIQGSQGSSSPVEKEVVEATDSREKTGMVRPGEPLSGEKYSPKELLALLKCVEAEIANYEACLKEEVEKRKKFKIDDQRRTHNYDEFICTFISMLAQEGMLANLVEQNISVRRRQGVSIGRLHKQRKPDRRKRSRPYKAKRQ
HePTP inhibitor – human HePTP phosphatase inhibition | P35236 | recombinant HePTP phosphatase activity, OD absorbance | inhibition, % at 20 µM | hit rate 0.64% among 110,000; in the data active = inhibition above about 50%;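 also: plate controls were vehicle for no effect and reference inhibitor for full effect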
The depositor's hits bear a star; nt = no result given; & = joins results of further samples.

#	mol	BAP1 block	HePTP inhibitor
1	CCCOc1nc2c(c(=O)n(C)c(=O)n2C)n1Cc1cccc2ccccc12	nt	4
2	COc1cc(OC)c(C2CC(=O)N3CN(C)CSC3=C2C#N)cc1OC (stereo unspecified)	93	4
3	O=C(Nc1ccc(S(=O)(=O)N2CCCCCC2)cc1)c1ccco1	113	-2&-6
4	O=C(NC1CCCc2ccccc21)C1CCN(c2c3c(nc4ncnn24)CCC3)CC1 (stereo unspecified)	nt	-4
5	COc1ccc(CNC(=O)C2CCCN(c3nc4ccccc4o3)C2)c(OC)c1 (stereo unspecified)	97	5
6	CC(=O)Oc1ccc(-c2cccc(C(=O)Nc3ccccc3Cl)c2)cc1	nt	6
7	O=C(CSc1nnc(-c2ccc(Cl)cc2)o1)N1CCN(c2ccccc2)CC1	55	13
8	CCCCCCc1cc2c(=O)c(-c3csc(C)n3)coc2cc1O	113	nt
9	O=C1NC(c2ccccc2)C(C(=O)c2cccs2)C(O)(C(F)(F)F)N1 (stereo unspecified)	111	8
10	COc1ccc(C(=O)c2ccc(Br)c([N+](=O)[O-])c2)cc1	nt	-7
11	COc1cccc(C(=O)N2CCN(Cc3cccc(F)c3)CC2)c1	118	4
12	COc1ccc(/C(O)=C2\C(=O)C(=O)N(CCc3ccccc3)C2c2ccccc2F)cc1 (stereo unspecified)	nt	-3
13	CN1CCN(Cc2nc3c(c(=O)n(C)c(=O)n3C)n2CCc2ccccc2)CC1	95	1
14	C=CCc1cc(/C=C2\C(=O)NC(=O)N(c3ccc(C)cc3)C2=O)cc(OC)c1OCC(=O)O	nt	8
15	O=C(/C=C/c1ccc([N+](=O)[O-])cc1)Nc1cccc(C(F)(F)F)c1	nt	-21
16	O=C1NC(=O)N(c2ccccc2)C(=O)/C1=C\c1cccn1-c1ccc([N+](=O)[O-])cc1	nt	-7
17	Cc1ccc(-c2csc(NC(=O)CCCC(=O)O)n2)cc1	nt	11
18	c1ccc(-n2cnnc2SCc2cn3ccsc3n2)cc1	112	5
19	O=C1NN(c2ccccc2)C(=O)/C1=C/c1ccc(OCCOCCOc2ccccc2)cc1	nt	8
20	COc1ccc(CCC(=O)NC2=NCCS2)cc1OC	116	8
21	COc1ccc2c(c1)CCCN2C(N)=O	nt	-2
22	CC(=O)C1=C(C)Nc2ncnn2C1c1ccccc1OCc1ccccc1 (stereo unspecified)	84	5
23	COc1ccccc1S(=O)(=O)Cc1ccc(C(=O)NCCN2CCCCCC2)o1	85	8
24	CCN1CCN(Cc2ccc(NC(=O)Nc3ccccc3OC)cc2)CC1	98	5
25	CCN(CC)C(=O)Cn1c(=O)n(-c2ccccc2)c(=O)n1CC(=O)N(CC)CC	111	10
26	O=C(NC1=NCCS1)c1nc(-c2ccccc2)n(-c2ccccc2)n1	108	0
27	CCOc1ccccc1NC(=O)c1cccc([N+](=O)[O-])c1	nt	-7
28	O=S(=O)(c1cccc(-c2cn3cc(Cl)ccc3n2)c1)N1CCOCC1	112	-3
29	Cc1cc(C)c(S(=O)(=O)Nc2cc([N+](=O)[O-])ccc2C)c(C)c1	nt	9
30	O/N=C/CCn1c(=S)sc2ccccc21	98	1
31	Cc1cc(=O)oc2c(C)c(OCC(=O)c3ccc(Cl)cc3)ccc12	nt	20
32	CCOC(=O)c1cnn(-c2ncnc3c2cnn3Cc2ccccc2)c1N	56	8
33	COC(=O)c1ccc(OCC(O)CN2CCCCC2)cc1 (stereo unspecified)	nt	5
34	O=C(CSc1nnc(-c2ccco2)n1CC1CCCO1)NC1CCCC1 (stereo unspecified)	120	6
35	CCOc1cc(C(C#N)N2CCOCC2)ccc1OC (stereo unspecified)	167	4
36	COc1ccc(N2C(=O)/C(=C/c3ccc(OCc4ccc(F)cc4)c(OC)c3)C(=O)NC2=S)cc1	nt	-5

Taken from above:
For HePTP inhibitor, cpd 33 is listed with 5
For HePTP inhibitor, cpd 25 is listed with 10
For BAP1 block, cpd 35 is listed with 167
For HePTP inhibitor, cpd 31 is listed with 20
For HePTP inhibitor, cpd 29 is listed with 9

Profiles, quoted from the list. Order of values: BAP1 block, HePTP inhibitor
CCN1CCN(Cc2ccc(NC(=O)Nc3ccccc3OC)cc2)CC1 as listed: 98, 5
Cc1cc(=O)oc2c(C)c(OCC(=O)c3ccc(Cl)cc3)ccc12 as listed: nt, 20
COc1cccc(C(=O)N2CCN(Cc3cccc(F)c3)CC2)c1 as listed: 118, 4

Following part.
#	mol	BAP1 block	HePTP inhibitor
37	O=C(Nc1ccccc1)Nc1nnc(COc2ccc(F)cc2)s1	nt	0
38	Cc1c(N=C2Nc3cccc4cccc2c34)c(=O)n(-c2ccccc2)n1C	88	11
39	Cc1ccc(C(=O)N/C(=C/c2cccc([N+](=O)[O-])c2)C(=O)Nc2c(C)n(C)n(-c3ccccc3)c2=O)cc1	nt	3
40	COc1ccc(OCC(=O)N2c3ccccc3CCc3ccccc32)cc1	nt	5
41	CN(C)c1ccc(/C=c2\sc3n(c2=O)CCCN=3)cc1	86	1
42	O=C(NCc1ccco1)c1ccccc1Nc1ccc(F)cc1	106	12
43	CN(C)c1ccc(/C=N/n2cnnc2SCc2ccccc2)cc1	nt	11
44	CCn1c(N2CCCC2)nc2c1c(=O)n(C)c(=O)n2C	117	nt
45	Cc1cc(C(=O)Nc2ccc(NC(=O)C(=O)O)cc2)c(C)o1	nt	-2
46	CC(=O)Nc1c(OC(C)=O)ccc2c(C)cc(=O)oc12	111	1
47	COc1ccc2oc(=Nc3cccc4ccccc34)c(C(=O)NC(C)=O)cc2c1	83	nt
48	CSC1=C(C#N)C(c2cccs2)CC(=O)N1 (stereo unspecified)	nt	6
49	CCCc1cc(-c2n[nH]c(C)c2-c2ccc(C(=O)OCC)o2)c(O)cc1O	84&129	-2
50	Cn1c(=O)c2c(nc(CN3CCN(C(=O)c4ccco4)CC3)n2Cc2cccc(Cl)c2)n(C)c1=O	104	5
51	CN(C)Cc1c(C#N)c2ccccc2n1C	99	6
52	CS(=O)(=O)N1CCC(C(=O)NCCC2=CCCCC2)CC1	163	6
53	Cc1ccc2[nH]c(=O)c(CN(CCN3CCOCC3)C(=O)Nc3ccccc3F)cc2c1	81	-6
54	CC(C)c1ccc(N2C(=O)NC(=O)/C(=C/c3cccc([N+](=O)[O-])c3)C2=O)cc1	nt	-3
55	O=C(NCc1ccc(F)cc1)c1cc(S(=O)(=O)N2CCOCC2)ccc1F	115	1
56	Cc1ccc(-c2nc(N)sc2-c2ccc([N+](=O)[O-])cc2)cc1	nt	-21
57	CCOc1ccccc1-c1nc(-c2ccc(NC(=O)Cc3ccc(OC)cc3)cc2)no1	nt	22
58	C[C@@H]1C(=O)NC2=Nc3cccc(Cl)c3CN21	95	nt
59	CCOC(=O)c1c(NC(=O)Cc2cccs2)sc(C(=O)Nc2ccccc2F)c1C	nt	-11
60	O=C1C/C(=C/Nc2ccccc2)C(=O)N1	nt	12
61	O=C1CC(c2ccc(Cl)cc2)CC(O)=C1C=NCCN1CCNCC1 (stereo unspecified)	nt	6
62	Cc1cccc(C(=O)Nc2cccc(NC(=O)c3cccc(C)c3)c2)c1	68	nt
63	CCn1c2ccccc2c2nnc(SCC(=O)NC(C(=O)OC)C(C)C)nc21 (stereo unspecified)	81	4
64	COc1cc(NC(=O)c2ccc(Cl)cc2)c(Cl)cc1NC(=O)c1cccs1	nt	-10
65	Cc1ccsc1C1NC(=O)c2c(sc3c2CCCC3)N1 (stereo unspecified)	50	6&1
66	Cc1cn(S(=O)(=O)c2ccc(Cl)cc2)cn1	nt	3
67	COc1cccc(NC(=O)c2cc(C(=O)Nc3cccc(OC)c3)n(C)n2)c1	157	-4
68	COc1ccc(C2CC(=O)C(C=NCCN3CCNCC3)=C(O)C2)cc1OC (stereo unspecified)	103	-4
69	CCCP(=O)(CC(=O)N(CC)CC)c1ccccc1 (stereo unspecified)	98	2
70	O=S(=O)(Cc1ccccc1Cl)N1CCCCC1	104	4
71	O=C(Cc1ccccc1[N+](=O)[O-])NCc1ccncc1	nt	5
72	CCOc1ccc(S(=O)(=O)n2ccnc2C(C)C)c2ccccc12	nt	6
73	C=CCOc1ccc(/C(O)=C2/C(=O)C(=O)N(CCCN3CCOCC3)C2c2ccccc2)cc1 (stereo unspecified)	116	-8
74	N#C/C(=C/c1cc([N+](=O)[O-])ccc1Cl)C(=O)Nc1cccc(Br)c1	nt	5
75	O=C(NCCC1=CCCCC1)C1CCCN(c2nc3ccccc3o2)C1 (stereo unspecified)	103	4
76	COc1ccc(N=CC2=C(O)CC(c3ccccc3)CC2=O)cc1OC (stereo unspecified)	nt	1
77	CC(=O)c1cccc(NC(=O)CSC2=NCCS2)c1	nt	12
78	Cc1nn(-c2ccccc2)c2sc(C(=O)N(Cc3ccco3)C(C)C(=O)NC(C)(C)C)cc12 (stereo unspecified)	72	-8
79	CCCCS(=O)(=O)NC1=NCN(C2CCN(Cc3ccccc3)CC2)CN1	95	4
80	O=C(COc1ncnc2ccccc12)N1CCOCC1	109	4
81	CCc1c(C)[nH]c2c1C(=O)C(CN1CCOCC1)CC2 (stereo unspecified)	94	nt
82	Cc1nc2nc(C)c(CCC(=O)NCc3ccc4c(c3)OCO4)c(C)n2n1	93	-5
83	Cc1ccc2cc(CCNC(=O)C3CCCC3)c(=O)[nH]c2c1	114	5
84	Cc1ccc(NC(=O)C2CCCN(S(=O)(=O)c3c(C)noc3C)C2)c(C)c1 (stereo unspecified)	101	6

Of the compounds above, these have a thiophene ring, fused or not.
#	mol	BAP1 block	HePTP inhibitor
9	O=C1NC(c2ccccc2)C(C(=O)c2cccs2)C(O)(C(F)(F)F)N1 (stereo unspecified)	111	8
48	CSC1=C(C#N)C(c2cccs2)CC(=O)N1 (stereo unspecified)	nt	6
59	CCOC(=O)c1c(NC(=O)Cc2cccs2)sc(C(=O)Nc2ccccc2F)c1C	nt	-11
64	COc1cc(NC(=O)c2ccc(Cl)cc2)c(Cl)cc1NC(=O)c1cccs1	nt	-10
65	Cc1ccsc1C1NC(=O)c2c(sc3c2CCCC3)N1 (stereo unspecified)	50	6&1
78	Cc1nn(-c2ccccc2)c2sc(C(=O)N(Cc3ccco3)C(C)C(=O)NC(C)(C)C)cc12 (stereo unspecified)	72	-8

Carrying on.
#	mol	BAP1 block	HePTP inhibitor
85	Cc1cccc(NC(=O)/C(=C\c2cccs2)NC(=O)c2cccs2)c1	nt	-11
86	CCN(CC)S(=O)(=O)N1CCC(C(=O)NCc2ccc(C)cc2)CC1	100	-6
87	O=C1CCC(C(=O)NC2(C(=O)NC3CCCCC3)CCCCC2)N1 (stereo unspecified)	nt	1
88	COc1ccc(C2CC(C(F)(F)F)n3nc(C(=O)Nc4cccc(C(F)(F)F)c4)c(Cl)c3N2)cc1 (stereo unspecified)	65	nt
89	O=[N+]([O-])c1cc(/C=N/N2CCN(c3ccccc3)CC2)ccc1Cl	nt	-4
90	O=C1CC2(CCCC2)CC(=O)N1CCCCN1CCN(c2ncccn2)CC1	106	nt
91	C=CCc1cccc(/C=N/N=C2/NC(=O)CS2)c1O	nt	-10
92	NC(=O)C1CCN(C2CC(=O)N(Cc3ccc(Cl)cc3)C2=O)CC1 (stereo unspecified)	nt	-7
93	CCCN(CCC)S(=O)(=O)c1ccc(C(=O)Nc2nnc(-c3cccc(OC)c3)o2)cc1	90	7
94	Clc1ccccc1-c1nnc(-c2ccccc2Br)o1	nt	8
95	O=C(CCCOc1ccc(Cl)cc1Cl)NNC(=O)c1cccc(Br)c1	nt	-3
96	CC1(C)CC(=O)C2=C(C1)NC1=C(C(=O)CC(C)(C)C1)C2c1ccc(Br)cc1	nt	8
97	COc1cc(NC(=O)c2ccc(-c3cccc(Cl)c3)o2)ccc1NC(=O)c1ccco1	nt	-4
98	COc1cc(NC(=O)[C@@H]2C3C=CC(C3)[C@@H]2C(=O)O)c(OC)cc1Cl (stereo partly specified)	nt	8
99	C=CCn1c(NC(=O)c2ccco2)nc2ccccc21	73	nt
100	COc1ccc(-c2cn3c(C)c(C(=O)NC(C)C)sc3n2)cc1	90	3
101	OC1CN=C2CCCc3c2n(c2ccc(Cl)cc32)C1 (stereo unspecified)	145	6&1
102	NCCOc1ccccc1-c1ccccc1	nt	0
103	O=C(O)C1C2CCC(O2)C1C(=O)N1CCN(c2ccc(F)cc2)CC1 (stereo unspecified)	nt	5
104	CCCC(c1nnnn1Cc1ccc(OC)cc1)N1CCC(C(N)=O)CC1 (stereo unspecified)	87	2
105	COc1ccccc1CNC(=O)C(=O)Nc1ccccc1C	nt	7
106	NNC(=O)CN1C(CN2CCOCC2)=Nc2ccc(Br)cc2C1c1ccccc1 (stereo unspecified)	nt	6
107	CCOC(=O)C1=NN(C(=O)c2ccncc2)C(O)(C(C)(C)C)C1 (stereo unspecified)	nt	2
108	CN1CCN2c3ccccc3Cc3ccccc3C2C1 (stereo unspecified)	138&92	12
109	O=C(CN1C(=O)COc2ccccc21)N(Cc1ccccc1)Cc1ccccn1	92	8
110	Brc1ccc(-c2nnc3sc(CN4CCC5(CC4)OCCO5)cn23)cc1	101	3
111	O=C(N/N=C/c1ccc([N+](=O)[O-])o1)C1COc2ccccc2O1 (stereo unspecified)	nt	-1
112	Cc1ccc(OCC(=O)Nc2cccc3c2CCCC3)c(Br)c1	nt	-5
113	O=C(c1sc2ccccc2c1Cl)N(Cc1cccs1)C1CCS(=O)(=O)C1 (stereo unspecified)	87	8
114	COC(=O)c1[nH]c2cc(OC)ccc2c1NC(=O)CCN1CCN(c2cccc(C)c2C)CC1	102	5

Screens: PubChem BioAssay, several laboratories
